NR2E3 ag-1 = human photoreceptor-specific nuclear receptor agonism; Q9Y5X4; CHO-S Gal4-NCOR/VP16-NR2E3 two-hybrid, luciferase; inhibition of corepressor binding, % at 3.98 µM; actives 0.35% (n = 360,000); AID 602229;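 active means inhibition above the mean of all tested compounds plus 3 SD, cut at about 70% in these data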;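 further: 0% = DMSO with NR2E3 transfected cells and 100% = cells lacking NR2E3 construct; higher means lower luciferase signal from less NR2E3 corepressor binding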
Target sequence (Q9Y5X4 whole entry, looked up, the tested form may be a part): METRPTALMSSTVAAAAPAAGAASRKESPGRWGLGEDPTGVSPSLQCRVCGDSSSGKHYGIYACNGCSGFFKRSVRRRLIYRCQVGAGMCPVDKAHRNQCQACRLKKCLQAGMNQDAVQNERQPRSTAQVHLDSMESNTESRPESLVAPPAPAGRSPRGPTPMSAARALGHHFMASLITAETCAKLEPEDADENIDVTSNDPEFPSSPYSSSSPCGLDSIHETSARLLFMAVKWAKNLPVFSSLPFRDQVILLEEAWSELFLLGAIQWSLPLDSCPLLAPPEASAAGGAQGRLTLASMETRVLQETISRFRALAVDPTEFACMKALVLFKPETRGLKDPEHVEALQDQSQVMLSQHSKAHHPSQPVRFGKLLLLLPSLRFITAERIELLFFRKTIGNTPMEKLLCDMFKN
m5-HT2A agonist = agonists of mouse serotonin 5-HT2A receptor (HTR2A). P35363. CHO-K1 mHTR2A beta-arrestin complementation, luminescence; percent of 30 µM serotonin response. activation, % at 7.6 µM. actives 0.66% (n = 360,000);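 active means activation above a run cutoff, the mean activation of all tested compounds plus 3 SD, cut at about 14% in these data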;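 further: 0% = plate median of compound wells and 100% = 30 µM serotonin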
NR2E3 ag-2 = activates human photoreceptor nuclear receptor NR2E3; Q9Y5X4; GST-NR2E3/biotin-RetCOR TR-FRET, 1536-well; inhibition of corepressor binding, % at 4.78 µM; actives 0.12% (n = 320,000); AID 2300;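 active means percent inhibition above the cutoff of mean plus 3 SD of all tested compounds, set per screening campaign, cut at about 20% in these data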;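 further: 0% = DMSO wells and 100% = biotin wells as full block of FRET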
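System: GST-tagged NR2E3 plus biotinylated RetCOR corepressor; Buffer or medium: pH 7.5 Tris-based buffer; Probe or stimulus: RetCOR corepressor, biotinylated, 7 nM; Doses: compound at 4.8 µM, single dose; Schedule: 5 h incubation at 4 °C; Technique: time-resolved FRET; Evaluation: percent inhibition of TR-FRET ratio; Replication: one well per compound, singlicate testing.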
PDI inh = blocks human protein disulfide isomerase activity; actives 0.052% (n = 350,000); P07237; PDI insulin aggregation turbidity, A650, 90 min; inhibition, % at 10 µM;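 active means mean inhibition across replicates of 30% or more, whatever share of single replicates reach that level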;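 further: absorbance from insulin aggregation driven by PDI reduction with DTT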
Target sequence (P07237 whole entry, looked up): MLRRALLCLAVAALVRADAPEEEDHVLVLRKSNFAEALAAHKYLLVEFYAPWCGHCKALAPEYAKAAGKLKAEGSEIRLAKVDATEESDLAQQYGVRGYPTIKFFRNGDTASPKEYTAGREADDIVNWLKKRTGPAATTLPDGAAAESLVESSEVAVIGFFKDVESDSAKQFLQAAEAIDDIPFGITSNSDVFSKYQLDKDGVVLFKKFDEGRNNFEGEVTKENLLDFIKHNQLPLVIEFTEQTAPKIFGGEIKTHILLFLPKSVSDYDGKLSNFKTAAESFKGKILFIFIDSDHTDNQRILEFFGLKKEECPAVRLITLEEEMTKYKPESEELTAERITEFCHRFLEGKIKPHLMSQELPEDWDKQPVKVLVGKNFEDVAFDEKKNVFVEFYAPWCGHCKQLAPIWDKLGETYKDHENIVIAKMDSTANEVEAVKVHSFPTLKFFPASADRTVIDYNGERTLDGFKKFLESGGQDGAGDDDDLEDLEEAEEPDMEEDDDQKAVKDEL
CaV13 ICDI inh = Disruptors of the CACNA1D IQ motif to Ca2+-dependent inactivation inhibitor domain association, primary screening, Förster resonance energy transfer in intact living …; HEK cells, CFP/YFP FRET ICDI-IQ, plate reader, 10 min; percent FRET-ratio fall versus neutral wells; inhibition, % at 12.3 µM; actives 0.098% (n = 340,000);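 active means mean replicate inhibition of at least 30% and at least 1% of replicates passing that level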;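 further: 0% = median of the neutral control wells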
Peg3 prom inh = Peg3 promoter activity inhibition | actives 1.7% (n = 360,000) | HeLa PEG-Prom luciferase reporter, luminescence, overnight | inhibition, % at 20 µM;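 active means inhibition of at least 50% at 20 µM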
Shn3 3UTR inh = inhibitors of Schnurri-3 3'UTR reporter in osteoblasts; inhibition, % at 12.5 µM; Clone20 osteoblast Shn3 3'UTR firefly luciferase, 24 h; AID 588674; actives 0.52% (n = 360,000);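 active means mean inhibition of at least 75% with every replicate also reaching 75%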;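 further: 0% = median of neutral control wells and 100% = pilot-screen positive control compound; some compounds past the cut are filed as inactive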
HIF-2a block = blocks HIF-2a reporter activity; 786-0 RCC cells HIF-2a reporter, luciferase luminescence, overnight; inhibition, % at 18.8 µM; actives 0.72% (n = 360,000); AID 624352;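 active means inhibition of the luminescence signal of 40% or more relative to plate controls, in a single-dose primary screen at 18.75 µM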
TRPM1 prom inh = reduces MITF-dependent TRPM1 promoter luciferase signal. SK-MEL-5 TRPM1 promoter luciferase, 24 h. inhibition, % at 12.5 µM. actives 0.83% (n = 330,000). AID 488899;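 active means mean inhibition across replicates of 60% or more, whatever share of single replicates reaches that level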; further: values of inactives mirror those of a sister screen read the other way
Cardio protect = modulators protecting cardiomyocytes from myocardial damage. actives 0.63% (n = 360,000). protection from H2O2 cell death, % at 20 µM. AID 588492. H9c2 cardiomyocytes, H2O2 injury protection, ATPLite, 2 h;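 active means compounds giving at least 50% protection of heart cells from peroxide-induced death in the single-dose screen, raw or plate-pattern-corrected value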;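 further: 0% = DMSO wells with peroxide and 100% = DMSO wells without peroxide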
hiPSC survival = increases survival of single human iPS cells; survival enhancement, % at 20 µM; actives 0.044% (n = 360,000); hiPSC single-cell survival, ATPlite luminescence; 100% = ROCK inhibitor wells, 0% = DMSO; in the data active means survival enhancement above about 18%;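 further: cells exposed to compounds for 16 hours before the ATP read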
An asterisk follows results filed as active; · = not tested or not shown; & = joins results of further samples. Hits appear at their usual frequency (roughly 3.9% active in at least one column).

The first two records, ahead of the listing:
compound | NR2E3 ag-1 | m5-HT2A agonist | NR2E3 ag-2 | PDI inh | CaV13 ICDI inh | Peg3 prom inh | Shn3 3UTR inh | HIF-2a block | TRPM1 prom inh | Cardio protect | hiPSC survival
C=CCn1c(SCC(=O)c2[nH]c(C)c(C(=O)OCC)c2C)nc2scc(-c3ccc(OC)cc3)c2c1=O | 7 | -2 | · | 1 | -3 | 54* | 42 | 19 | 82* | 1 | 0.6
Cc1ccc(C2SCC(=O)N2Cc2cn3ccsc3n2)o1 (stereo unspecified) | -9 | 2 | -2 | 0 | · | 2 | -31 | 12 | 3 | -4 | -4.0

All compounds of this part (from the top)
compound | NR2E3 ag-1 | m5-HT2A agonist | NR2E3 ag-2 | PDI inh | CaV13 ICDI inh | Peg3 prom inh | Shn3 3UTR inh | HIF-2a block | TRPM1 prom inh | Cardio protect | hiPSC survival
C=CCn1c(SCC(=O)c2[nH]c(C)c(C(=O)OCC)c2C)nc2scc(-c3ccc(OC)cc3)c2c1=O | 7 | -2 | · | 1 | -3 | 54* | 42 | 19 | 82* | 1 | 0.6
Cc1ccc(C2SCC(=O)N2Cc2cn3ccsc3n2)o1 (stereo unspecified) | -9 | 2 | -2 | 0 | · | 2 | -31 | 12 | 3 | -4 | -4.0
Cc1ccc(S(=O)(=O)NCCN2CCOCC2)cc1C | -12 | -1 | 2 | 2 | -7 | 7 | 3 | -6 | 9 | 4 | 4.6
CC1CCCCC1NC(=O)CSc1nnc(COc2ccc(Cl)cc2)o1 (stereo unspecified) | -26 | -2 | 1 | 13 | -3 | 13 | 18 | 2 | 3 | -3 | -0.3
COC(=O)CCC/C=C1/SCC(NC(=O)c2ccccc2)C1=O (stereo unspecified) | -25 | 1 | 1 | -6 | · | 3 | 14 | -4 | -10 | 22 | 1.9
COc1ccc(Nc2cc(C)c3ccc(O)cc3n2)cc1 | -27 | -12 | -2 | 6 | -7 | -117 | 18 | -192 | -55 | -11 | -0.7
COc1ccc(OC)c(S(=O)(=O)N2CCC(C(=O)NCc3cccnc3)CC2)c1 | -15 | 5 | 4 | -2 | -4 | -7 | -5 | 5 | 3 | -2 | 0.3
CN(C)c1nc(Oc2ccc(=O)[nH]n2)nc(N2CCCCC2)n1 | 1 | -1 | 1 | 28 | -4 | -13 | -5 | -8 | -3 | -1 | 0.8
Cc1ccc(S(=O)(=O)N(Cc2cc3ccccc3[nH]c2=O)CC2CCCO2)cc1 (stereo unspecified) | 10 | -6 | 0 | -7 | -3 | 10 | 19 | -62 | -10 | 3 | 0.1
Cc1ccc(C)c(OCC(=O)O/N=C(\N)c2cccc([N+](=O)[O-])c2)c1 | 3 | 1 | -1 | -3 | -5 | 1 | 2 | 17 | 3 | 2 | -0.8
O=C(c1ccc(Cl)cc1)c1ccc(Oc2cc(NN3CCCCC3)c([N+](=O)[O-])cc2[N+](=O)[O-])cc1 | -17 | 6 | 2 | -2 | -10 | -1 | -9 | 2 | 0 | -1 | -0.7
Cc1c(N2C(=O)c3ccc(Br)cc3C2=O)c(=O)n(-c2ccccc2)n1C | -7 | -2 | 4 | -1 | -5 | 6 | 5 | 8 | 4 | -7 | -0.3
COC(=O)CC(NC(=O)c1ccc(C)cc1)c1ccccc1 (stereo unspecified) | -2 | 3 | 1 | -4 | · | -136 | -46 | -18 | -24 | 2 | 0.1
CSc1ncc(Sc2ccccc2)c(C(=O)O)n1 | -20 | 5 | 1 | 6 | -21 | 4 | -19 | 10 | 6 | 4 | -0.6
COCCCNC(=O)c1ccc(NS(C)(=O)=O)cc1 | -4 | 0 | -1 | 0 | 0 | 13 | 5 | 6 | 4 | 1 | -2.1

Remaining list, next part.
compound | NR2E3 ag-1 | m5-HT2A agonist | NR2E3 ag-2 | PDI inh | CaV13 ICDI inh | Peg3 prom inh | Shn3 3UTR inh | HIF-2a block | TRPM1 prom inh | Cardio protect | hiPSC survival
COc1ccc(OC)c(NC(=O)Cn2nc(C)c3ccccc3c2=O)c1 | 8 | -3 | -2 | -3 | -4 | 15 | -2 | 20 | 2 | 17 | -0.6
COc1cc(NS(=O)(=O)c2ccc(NC(=S)NC(C)=O)cc2)nc(OC)n1 | -10 | 1 | 0 | 6 | -5 | 18 | -18 | 14 | · | 0 | -0.7
Cc1oc2ccc(O)c(CN3CCOCC3)c2c1C(C)O (stereo unspecified) | -13 | 7 | 3 | -2 | 0 | 11 | -41 | 22 | 0 | 6 | -1.0
COc1ccc(-c2c(-c3cc(OC)cc(OC)c3)n(C)c3ccc(-c4ccc(S(N)(=O)=O)cc4)cc23)cc1 | -2 | -4 | 3 | 4 | -4 | 53* | 24 | 20 | 6 | -14 | -0.9
O=C(Nc1ccccc1C(=O)NC(Cc1ccccc1)C(=O)NC1CCCCCC1)c1ccccc1 (stereo unspecified) | -1 | 3 | -2 | 6 | -1 | 16 | 29 | 1 | 0 | 11 | -0.4
Cc1ccc(S(=O)(=O)NC2=C(N3CCN(c4ccccc4F)CC3)C(=O)c3ccccc3C2=O)cc1 | -106&-46 | 4&1 | 0 | -4&5 | -7&-3 | -185 | 76&-46 | -196&-181 | 5&-6 | -13&-27 | -1.8&3.8
COc1cc2c(cc1OC)CN(C(=O)Cc1c(F)cccc1Cl)CC2 | -1 | -4 | -1 | -7 | -3 | 1 | 5 | 13 | -4 | 4 | -0.4
Cc1ccc(NC(=O)c2cncc(Br)c2)c([N+](=O)[O-])c1 | -19 | 3 | -3 | -70 | -3 | -157 | -33 | -133 | -46 | 5 | -1.2
CCOC(=O)N1CCN(C(=O)c2ccc(S(=O)(=O)NCc3ccco3)cc2)CC1 | 2 | 0 | 7 | -2 | · | 1 | 6 | 9 | 14 | -3 | 0.7
CC(C)[C@H](NC(=O)c1ccc(Cl)c([N+](=O)[O-])c1)C(=O)O | -7 | 1 | -1 | 3 | -6 | 7 | -11 | 9 | 7 | 1 | -0.4
COc1ccc(Cl)cc1NC(=O)C(C)N1CCN(c2ccccn2)CC1 (stereo unspecified) | 3 | -7 | -3 | -1 | -19 | 17 | 15 | 13 | 8 | -7 | -0.7
Cc1ccc2nc3c(c(C(=O)OCC(=O)NC4CCS(=O)(=O)C4)c2c1)CCCC3 (stereo unspecified) | 11 | 2 | 2 | 2 | -6 | 0 | -68 | 21 | 14 | 4 | -0.4
O=C(NCc1ccccc1)c1ccc2c(c1)OCCO2 | -39 | -5 | 0 | 8 | -7 | -76 | -25 | -77 | -7 | 1 | 0.4
Cc1ccc(CNC(=O)Nc2ccc(OC(F)(F)F)cc2)n1C | -39 | -2 | 1 | 9 | -4 | -9 | 1 | -1 | · | -10 | -0.1
NS(=O)(=O)c1cccc(NC(=O)COC(=O)CCSc2ccccc2)c1 | -4 | 1 | 4 | 1 | -5 | -11 | -14 | 5 | -9 | -2 | -1.4

Ordered by length of the SMILES (low to high): 5 of the compounds above.
compound | NR2E3 ag-1 | m5-HT2A agonist | NR2E3 ag-2 | PDI inh | CaV13 ICDI inh | Peg3 prom inh | Shn3 3UTR inh | HIF-2a block | TRPM1 prom inh | Cardio protect | hiPSC survival
O=C(NCc1ccccc1)c1ccc2c(c1)OCCO2 | -39 | -5 | 0 | 8 | -7 | -76 | -25 | -77 | -7 | 1 | 0.4
Cc1oc2ccc(O)c(CN3CCOCC3)c2c1C(C)O (stereo unspecified) | -13 | 7 | 3 | -2 | 0 | 11 | -41 | 22 | 0 | 6 | -1.0
COc1ccc(Cl)cc1NC(=O)C(C)N1CCN(c2ccccn2)CC1 (stereo unspecified) | 3 | -7 | -3 | -1 | -19 | 17 | 15 | 13 | 8 | -7 | -0.7
NS(=O)(=O)c1cccc(NC(=O)COC(=O)CCSc2ccccc2)c1 | -4 | 1 | 4 | 1 | -5 | -11 | -14 | 5 | -9 | -2 | -1.4
COc1ccc(-c2c(-c3cc(OC)cc(OC)c3)n(C)c3ccc(-c4ccc(S(N)(=O)=O)cc4)cc23)cc1 | -2 | -4 | 3 | 4 | -4 | 53* | 24 | 20 | 6 | -14 | -0.9

Additional results.
compound | NR2E3 ag-1 | m5-HT2A agonist | NR2E3 ag-2 | PDI inh | CaV13 ICDI inh | Peg3 prom inh | Shn3 3UTR inh | HIF-2a block | TRPM1 prom inh | Cardio protect | hiPSC survival
CC(C(=O)Nc1ccccc1C(=O)N1CCOCC1)N(c1ccc(Cl)cc1)S(C)(=O)=O (stereo unspecified) | -2 | 6 | 7 | 9 | 4 | 10 | 27 | 18 | -9 | 4 | 0.6
Cc1csc(NC(=O)CSC2=NS(=O)(=O)c3cc(F)ccc3N2)n1 | -7 | 10 | 1 | 5 | -5 | 7 | -3 | 5 | 5 | 4 | -0.3
CCN(C(=O)CN1CCN(S(=O)(=O)c2ccccc2C(F)(F)F)CC1)c1c(N)n(Cc2ccccc2)c(=O)[nH]c1=O | 5 | 5 | -2 | -30 | -2 | 11 | 2 | 12 | 5 | 0 | 4.3
COc1ccc(Cc2nc3ccc(C(=O)NCCc4ccncc4)cc3o2)cc1OC | -19 | -1 | 1 | -3 | -3 | -22 | 13 | 3 | 14 | 1 | -0.5
CCCS(=O)(=O)NC(=O)C1(C)CCCN(C(=O)c2cc(F)cc(F)c2)C1 (stereo unspecified) | -30 | 4 | · | 10 | -9 | 3 | 22 | 12 | · | -2 | -1.6
CCC1(c2ccccc2)NC(=S)N(c2cccc(C)c2C)N1 (stereo unspecified) | 1 | 3 | 2 | -8 | -12 | -8 | -29 | 10 | 3 | 0 | 1.3
COc1ccc(CN2CC[C@H]3C=CC[C@@H](C(=O)Nc4ccc(Cl)c(C(F)(F)F)c4)[C@H]3C2=O)cc1OC | 4 | -10 | 0 | 0 | -5 | 20 | 3 | 4 | 10 | -3 | 4.4
CC(=O)Nc1ccccc1NS(=O)(=O)c1cccc([N+](=O)[O-])c1 | -8 | 2 | 6 | 1 | -3 | 7 | 1 | 15 | 13 | 7 | -0.9
O=C(N[C@H]1CCC(=O)N([C@H](CSc2ccccc2)Cc2ccccc2)CC1)OCc1ccccc1 | -14 | -7 | 5 | 14 | -11 | 18 | 4 | 23 | 0 | 1 | -3.3
CCn1c(SC(C)C(=O)NC2CCCC2)nc2cc(S(N)(=O)=O)ccc21 (stereo unspecified) | -6 | 3 | 0 | -3 | -14 | -7 | -14 | 14 | 10 | 0 | -0.1
CCC(C)NC(=O)C1(N2C(=O)c3ccccc3C2=O)CCCC1 (stereo unspecified) | -8 | 0 | · | -2 | -11 | 9 | -15 | 4 | -1 | 2 | 3.3
O=C(NCCCN1CCOCC1)c1cn(-c2ccccc2)nc1-c1cccs1 | -30 | -3 | -1 | 12 | -4 | -11 | -12 | -9 | 7 | 4 | -2.1
